SSB-PriA inh: inhibitors of Klebsiella pneumoniae PriA binding to SSB C-terminal tail, primary screen, biochemical, AlphaScreen | AlphaScreen SSBct-PriA binding, biotinylated peptide | inhibition, % at 33 µM | 430,000 tested, 0.6% active | AID 1272365, 2023; in the data active means inhibition mostly above about 37%, no sharp cut-off; inactive means mostly below about 20%;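 further: plate controls were negative control peptide for no effect and reference peptide for full effect; strong numbers were not always called active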
MazF activator: activators of E. coli MazEF toxin-antitoxin RNase, primary screen, biochemical, fluorescence, uHTS. FAM/BHQ RNA-DNA oligo cleavage fluorescence, 5 h. Endoribonuclease toxin MazF (Escherichia coli (strain K12)), P0AE70. activation, % at 20 µM. AID 504720, 2011. 350,000 tested, 0.32% active; in the data active means activation above about 50%
Target sequence (P0AE70 whole entry, looked up): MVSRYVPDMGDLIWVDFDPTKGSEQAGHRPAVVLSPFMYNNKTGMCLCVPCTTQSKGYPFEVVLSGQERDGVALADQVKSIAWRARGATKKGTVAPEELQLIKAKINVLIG
Yp Topo-I inh: Yersinia pestis topoisomerase I inhibitors, primary screen, biochemical, cleavage product accumulation, plate reader, single point | Y. pestis Topo-I cleavage product accumulation | activity, % at 10 µM | 360,000 tested, 0.064% active | AID 504884, 2011; in the data active means activity above about 50%, passing the limit was not always enough; further: inactives centre near 2
CCHF vOTU inh: CCHFV vOTU protease inhibitors, primary screen, biochemical, Pep-AMC substrate, fluorescence. AID 651958, 2012. 370,000 tested, 0.55% active. inhibition, % at 11.5 µM; in the data active means inhibition above about 30%; further: 0% = vehicle wells with enzyme and 100% = no enzyme wells
TcdB inh: TcdB glycohydrolase inhibitors, primary screen, biochemical, single point, plate reader. Toxin B (Clostridioides difficile), P18177. TcdB glycohydrolase enzymatic assay. inhibition, % at 9.99 µM. 350,000 tested, 0.24% active. AID 652162, 2013; in the data active means inhibition above about 10%
VHR inh abs: VHR1 phosphatase inhibitors, primary screen, biochemical, absorbance, uHTS; 290,000 tested, 0.52% active; Dual specificity protein phosphatase 3 (Homo sapiens), P51452; recombinant VHR phosphatase, pNPP absorbance; inhibition, % at 13.3 µM; in the data active means inhibition above about 50%; further: some compounds called inactive have numbers as strong as hits
Target sequence (P51452 whole entry, looked up): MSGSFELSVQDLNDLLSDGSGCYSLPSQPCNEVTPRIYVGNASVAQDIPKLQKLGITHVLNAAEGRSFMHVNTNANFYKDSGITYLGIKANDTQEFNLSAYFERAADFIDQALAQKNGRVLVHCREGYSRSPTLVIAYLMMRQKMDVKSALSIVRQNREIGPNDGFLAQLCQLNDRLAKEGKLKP
Rv3671c inh: Rv3671c serine protease inhibitors, primary screen, biochemical, fluorescence polarization, M. tuberculosis H37Rv. P9WHR9. inhibition, % at 5.96 µM. 320,000 tested, 0.048% active. AID 2606, 2010; in the data active means inhibition above about 38%;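 further: extracellular domain of Rv3671c used as enzyme; 0% = enzyme with DMSO and 100% = no enzyme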
Target sequence (P9WHR9 whole entry, looked up, the tested form may be a part): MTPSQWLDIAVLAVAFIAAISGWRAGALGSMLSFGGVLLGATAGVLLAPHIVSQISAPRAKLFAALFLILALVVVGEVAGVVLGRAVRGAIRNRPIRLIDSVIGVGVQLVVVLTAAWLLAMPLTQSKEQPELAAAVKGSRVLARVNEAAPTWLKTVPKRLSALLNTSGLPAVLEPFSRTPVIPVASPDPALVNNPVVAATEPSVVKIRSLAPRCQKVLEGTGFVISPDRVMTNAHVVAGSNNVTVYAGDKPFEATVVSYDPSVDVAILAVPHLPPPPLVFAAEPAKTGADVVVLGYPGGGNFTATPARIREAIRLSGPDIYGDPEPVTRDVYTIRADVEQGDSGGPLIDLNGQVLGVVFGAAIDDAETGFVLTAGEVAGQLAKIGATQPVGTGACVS
PrPC TRFRET: inhibitors of human cell surface prion protein PrPC, primary screen, cell-based, TR-FRET; AID 720596, 2013; Major prion protein (Homo sapiens), P04156; 370,000 tested, 0.43% active; TR-FRET read-out; inhibition, % at 13.8 µM; in the data active means inhibition above about 24%; further: 0% = median of the test wells and 100% = reference compound wells
Vc quorum ag: inducers of Vibrio cholerae quorum light production without autoinducers, primary screen, BH1578 luxS cqsA deficient, single point; V. cholerae BH1578 lux reporter, luminescence, 6 h; activation, % at 18.7 µM; 350,000 tested, 0.16% active; in the data active means activation mostly above about 9.7%, no sharp cut-off; further: not every result past the cut was called active; inactives centre near 0; reference of the scale not given here
SARS 3CLpro inh: SARS-CoV 3CLpro protease inhibitors, primary screen, biochemical, quenched FRET; Replicase polyprotein 1ab (Severe acute respiratory syndrome coronavirus), P0C6X7; recombinant SARS-CoV 3CLpro, quenched FRET peptide cleavage; inhibition, % at 6 µM; 290,000 tested, 0.14% active; AID 1706, 2009; in the data active means inhibition above about 12%
Numbers without * were called inactive; i = inactive; . = not tested or not shown.

SMILES | SSB-PriA inh | MazF activator | Yp Topo-I inh | CCHF vOTU inh | TcdB inh | VHR inh abs | Rv3671c inh | PrPC TRFRET | Vc quorum ag | SARS 3CLpro inh
Cc1cc(C)nc(N2C(=O)CC(C(C)c3ccccc3)C2=O)n1 (stereo unspecified) | -3 | 6 | -5 | -15 | . | -6 | -2 | 5 | 2.9 | -2
COc1ccc(N(C(=O)CNS(=O)(=O)c2ccccc2)C(C(=O)NCc2ccco2)C(C)C)cc1 (stereo unspecified) | -4 | 2 | 7 | -6 | 1.3 | 15 | 0 | -4 | i | 0
Cc1ccc(F)cc1N=Cc1c(O)c2ccccc2oc1=O | -11 | 1 | -6 | . | . | 8 | -3 | . | i | 1
Cc1ccccc1NC(=O)Cn1c(=O)sc2ccccc21 | -2 | -9 | -1 | -17 | 0.1 | 20 | 0 | 4 | -0.5 | 2
O=C(Cc1ccc(NC(=O)C2CCCN(C(=O)C3CCC3)C2)cc1)Nc1ccc(C(=O)N2CCOCC2)cc1 (stereo unspecified) | -8 | 5 | -2 | -10 | 0.8 | . | . | 2 | -1.4 | .
On1c(-c2ccccc2)nc2ccccc21 | -11 | 9 | 0 | 11 | 1.1 | -4 | -6 | 5 | 0.5 | 1
Cc1ccccc1-c1nnn(Cc2ccc(F)cc2Cl)n1 | -30 | -11 | 23 | 25 | -10 | . | -7 | 4 | i | -2
CCCc1nnc(NC(=S)Nc2ccccc2)s1 | -8 | 5 | -2 | -12 | 1.9 | 30 | 7 | 8 | -0.5 | 3
CN1C[C@@H]2C(c3ccccc3)C3(c4cccnc4)CC2(C3)[C@H]1c1ccccc1 (stereo partly specified) | 4 | 3 | 8 | 6 | 0.2 | 15 | -2 | 2 | -5.2 | .
Cc1cc(Br)ccc1NC(=O)CNC(=O)COc1ccccc1C | -13 | 0 | 19 | -4 | -2.0 | . | 3 | -1 | i | .
CC1CC1C(=O)OCC(=O)NC(=O)c1ccccc1 (stereo unspecified) | -4 | 7 | -14 | 0 | 0.6 | . | -12 | 7 | i | .
COc1c(C=O)cc2c3c1CCCN3CCC2 | -9 | 9 | 4 | -6 | 0.7 | 10 | -1 | -1 | -0.1 | -2
COc1ccccc1NC(=O)C(=O)NCCC1CCCCN1S(=O)(=O)c1cccs1 (stereo unspecified) | -7 | 2 | -4 | 8 | 2.2 | . | -10 | -5 | 0.0 | .
COc1ccc(C2CC(c3ccc4ccccc4c3)=NN2C(=O)COC(=O)C2CCC(=O)N2)cc1 (stereo unspecified) | 10 | 13 | 33 | -8 | 0.4 | 2 | -3 | -7 | i | -1
Cc1cccc(C(=O)OCC(=O)c2cccc(Br)c2)c1O | -14 | -1 | 7 | 0 | -0.3 | -9 | -1 | -5 | i | -1
CC1(c2ccccc2)CC(C)(C)N2C(=O)C3(C(C#N)=C(N)Oc4cc(O)ccc43)c3cccc1c32 (stereo unspecified) | 26 | -7 | 13 | 8 | 2.3 | 28 | -30 | 1 | i | 4
Clc1ccc(Sc2ccc(/C=N/n3cnnc3)o2)cc1 | . | 0 | -7 | 6 | . | 25 | 3 | -6 | -6.2 | 4
CCOC(=O)CNC(=O)C(Cc1ccccc1)NS(=O)(=O)c1cccs1 (stereo unspecified) | -6 | -2 | 6 | -8 | . | 4 | -2 | -3 | 3.5 | 2
COc1ccc(OC[C@@H](O)CNC(=O)c2cccc3c2C(=O)c2ccc(Cl)cc2S3(=O)=O)cc1 | -7 | -9 | -3 | 5 | 0.0 | . | 2 | -31 | -0.7 | .
Cc1cccc(C)c1NC(=O)c1ccc(-n2cnnn2)cc1 | -3 | -7 | 0 | 4 | . | 10 | -14 | -7 | . | -6
O=C(/C=C/Nc1ccc(Br)cc1F)c1ccco1 | -16 | 15 | -1 | 12 | -1.1 | 17 | -6 | 6 | -0.3 | 4
CCN1C(=O)/C(=C2\SC(N3CCCCC3)=NC2=O)c2ccccc21 | 6 | 4 | 18 | 12 | 2.6 | 23 | 9 | -34 | -0.6 | 0
CCC(=NCC1CCCO1)c1c(O)n(-c2ccc(OC)cc2)c(=O)[nH]c1=O (stereo unspecified) | -7 | 9 | 0 | -2 | 0.3 | -1 | -2 | -7 | -0.6 | 3
Cc1cc(C)c(C#N)c(SCc2ccc([N+](=O)[O-])cc2)n1 | 7 | 0 | 3 | -9 | 0.3 | 4 | 2 | 7 | i | -8
Cc1ccc2c(c1)nnn2C1CCN(CC(=O)Nc2ccc3c(c2)OCCO3)CC1 | 9 | -2 | -3 | 6 | . | 12 | 5 | -6 | i | 2

The last 2 records of the part before lead into the next.
SMILES | SSB-PriA inh | MazF activator | Yp Topo-I inh | CCHF vOTU inh | TcdB inh | VHR inh abs | Rv3671c inh | PrPC TRFRET | Vc quorum ag | SARS 3CLpro inh
Cc1cc(C)c(C#N)c(SCc2ccc([N+](=O)[O-])cc2)n1 | 7 | 0 | 3 | -9 | 0.3 | 4 | 2 | 7 | i | -8
Cc1ccc2c(c1)nnn2C1CCN(CC(=O)Nc2ccc3c(c2)OCCO3)CC1 | 9 | -2 | -3 | 6 | . | 12 | 5 | -6 | i | 2
COc1cc(SC)ccc1C(=O)NCC1CCCO1 (stereo unspecified) | -13 | -12 | -4 | 2 | . | -2 | -2 | -9 | 0.6 | 4
Cc1ccc(N=Cc2c(O)[nH]c3ccccc23)c([N+](=O)[O-])c1 | -4 | 11 | 1 | -21 | -0.1 | 6 | 14 | -1 | -0.8 | -3
OCC[C@H]1C[C@H](O)[C@@H](O)[C@@]2(OCCCc3ccccc32)O1 | -16 | 9 | -2 | 0 | 2.1 | . | -6 | -2 | -2.9 | .
CCOC(=O)CNC(=S)n1cnc(N)n1 | -7 | -2 | -7 | 1 | 0.5 | 13 | 9 | 5 | -0.2 | -6
CC(=NCc1ccc(F)cc1)c1c(O)n(C)c(=O)n(C)c1=O | -18 | -6 | 4 | 2 | . | 22 | 4 | 19 | i | -3
Cn1nc(-c2ccccc2)c(COC(=O)c2cccc(Cl)c2)c1S(=O)(=O)c1ccccc1 | -6 | 4 | 6 | 5 | . | 30 | 6 | -2 | -1.4 | 3
O=C(CCCCCN1C(=O)[C@@H]2Cc3ccccc3CN2C1=O)Nc1ccccc1Cl | -11 | 5 | 3 | -9 | 0.2 | 11 | -6 | 13 | -4.6 | 2
CCc1c(C)c(C#N)c2nc3ccccc3n2c1NCCOC | 1 | 3 | 6 | -12 | -1.0 | -6 | 3 | 2 | i | 0
Cn1cnnc1SCc1ccc(-c2ccc(Br)cc2)o1 | -21 | 9 | 1 | -4 | . | 7 | -3 | 3 | i | -2
CC/C=C/C(=O)N1CC2(CC(c3cccc(NC(=O)CC(c4ccccc4)c4ccccc4)c3)=NO2)C[C@@H]1C(N)=O (stereo partly specified) | -2 | -3 | 2 | -1 | 1.0 | 19 | -21 | -1 | -0.6 | .
O=[N+]([O-])c1cc(Cc2ccccc2)cc(C=Nc2ccc(N3CCOCC3)cc2)c1O | 0 | -19 | -3 | . | . | -1 | -39 | . | -0.3 | -1
CCN(C(=O)COC(=O)c1ncc(Cl)c(Cl)c1Cl)c1c(N)n(Cc2ccccc2)c(=O)[nH]c1=O | -3 | 4 | -2 | 11 | -3.2 | . | . | -9 | 0.0 | .
Clc1cccc(Cn2ncc3ccccc32)c1 | -25 | -5 | 0 | 15 | 0.4 | 5 | . | 1 | 0.0 | 0
CC1CCCCN1C(=O)C1CC(c2ccc(F)cc2)=NO1 (stereo unspecified) | 2 | -2 | -4 | . | 0.7 | 24 | 6 | . | -0.4 | 0
CCOC(=O)c1c(/N=C/C2C(=O)CC(C)(C)CC2=O)sc(C)c1C | . | 16 | 3 | 2 | . | -7 | -3 | -1 | 0.1 | 1
O=C(N/N=C\c1cc(Br)c(Br)o1)c1cncc(Br)c1 | . | 2 | 0 | 3 | . | 10 | -3 | 2 | -0.5 | -1
O=C(c1c(F)c(F)c(F)c(F)c1F)N1CCc2ccccc21 | -9 | 0 | 4 | -4 | . | . | -7 | 0 | -2.9 | -4
O=[N+]([O-])c1ccc(COc2cccc(CN3CCCC3)c2)cc1 | 1 | 9 | -7 | 2 | 1.3 | . | . | -27 | -1.4 | .
COc1ccc(C(CC(=O)O)c2ccc3c(c2)OCO3)cc1 (stereo unspecified) | 13 | 1 | 0 | 10 | 1.3 | . | 4 | -9 | -0.5 | 0
C=CCn1c(CSc2nc3ccccc3s2)nnc1SCC(=O)NCc1cccnc1 | 5 | 1 | 18 | 0 | . | -18 | 1 | 4 | -0.3 | 2
CCS(=O)(=O)N1CCC(c2nc(-c3ccc(C(F)(F)F)cc3)no2)CC1 | -3 | -11 | -7 | 8 | . | 8 | -1 | 11 | -1.0 | 3
CCOC(=O)C1=CC[C@H]2c3c(c4ccccc4n3C)C[C@H]1N2C | 7 | 0 | -4 | 3 | 0.8 | . | 0 | 0 | i | .
CC(C)N(Cc1cn[nH]c1-c1ccc(-c2ccccc2)cc1)Cc1nccn1C | 31 | 5 | -8 | -16 | 1.6 | 19 | 6 | -9 | -0.5 | 3
COCc1cc(C)nc(SCC(=O)Nc2cccc(C)c2C)c1C#N | -6 | 3 | 3 | -10 | 0.0 | 3 | 2 | -3 | i | 3
CC(C)c1ccc(S(=O)(=O)N2CCN(CC(=O)Nc3ccc4c(c3)OCO4)CC2)cc1 | -6 | -4 | 1 | 21 | . | 13 | -12 | 0 | 6.1 | -6

Among those listed so far, 4 have two or more sulfur atoms.
SMILES | SSB-PriA inh | MazF activator | Yp Topo-I inh | CCHF vOTU inh | TcdB inh | VHR inh abs | Rv3671c inh | PrPC TRFRET | Vc quorum ag | SARS 3CLpro inh
CCCc1nnc(NC(=S)Nc2ccccc2)s1 | -8 | 5 | -2 | -12 | 1.9 | 30 | 7 | 8 | -0.5 | 3
COc1ccccc1NC(=O)C(=O)NCCC1CCCCN1S(=O)(=O)c1cccs1 (stereo unspecified) | -7 | 2 | -4 | 8 | 2.2 | . | -10 | -5 | 0.0 | .
CCOC(=O)CNC(=O)C(Cc1ccccc1)NS(=O)(=O)c1cccs1 (stereo unspecified) | -6 | -2 | 6 | -8 | . | 4 | -2 | -3 | 3.5 | 2
C=CCn1c(CSc2nc3ccccc3s2)nnc1SCC(=O)NCc1cccnc1 | 5 | 1 | 18 | 0 | . | -18 | 1 | 4 | -0.3 | 2

New compounds follow:
SMILES | SSB-PriA inh | MazF activator | Yp Topo-I inh | CCHF vOTU inh | TcdB inh | VHR inh abs | Rv3671c inh | PrPC TRFRET | Vc quorum ag | SARS 3CLpro inh
CCCCc1ccc(/C(C)=N/Nc2cc(N3CCOCC3)nc(C)n2)cc1 | . | -8 | 4 | 3 | 0.3 | 14 | -3 | -1 | -0.2 | -2
COc1cc(C(=O)N/N=c2/sc3ccccc3n2C)cc(OC)c1OC | . | 6 | 3 | 1 | -0.7 | -7 | -5 | 2 | 0.8 | 6
COc1ccc(CN2CCN(c3cccc(C)c3C)CC2)cc1OC | 1 | 3 | 18 | 8 | . | 10 | -1 | -8 | i | -5
O=C(Nc1ccccc1)n1cc(-c2ccccn2)c(N2CCOCC2)n1 | -8 | 2 | 2 | 6 | 1.1 | 5 | 4 | 5 | -0.9 | -2
CC1CCCC(N2CCN(C(=O)c3cccc(F)c3)CC2)C1 (stereo unspecified) | 2 | 2 | 2 | -2 | -0.2 | 33 | 5 | 7 | -8.0 | 3
O=Cc1ccc(O)c2ncccc12 | 94* | 0 | -2 | . | . | 28 | . | . | 0.6 | 4
Cc1nc2sc3c(c2c(=O)[nH]1)CCCC3 | 7 | 5 | -7 | 3 | -0.4 | 12 | -4 | 5 | -0.5 | -1
CC(C)NC(=O)C1CCN(C2CCN(C(=O)/C=C/c3cccs3)CC2)CC1 | -21 | 5 | 12 | -6 | 2.7 | 21 | -12 | -12 | -3.7 | -1

High-throughput results deposited in PubChem BioAssay by several laboratories.

Not all compounds are listed; rates above refer to the full screens.
